# TRPC6 activator: activates the mouse TRPC6 cation channel | Q61143 | HEK293-TRPC6 membrane potential dye fluorescence; hits give high values | B-score at 10 µM | 310,000 compounds, 0.13% hits | AID 2550;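 active = B-score of the integrated fluorescence ratio above library mean plus 3 SD, and starting fluorescence ratio within library mean plus 5 SD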;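 note: higher score means more depolarization so channel activation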
# Target sequence (Q61143 whole entry, looked up): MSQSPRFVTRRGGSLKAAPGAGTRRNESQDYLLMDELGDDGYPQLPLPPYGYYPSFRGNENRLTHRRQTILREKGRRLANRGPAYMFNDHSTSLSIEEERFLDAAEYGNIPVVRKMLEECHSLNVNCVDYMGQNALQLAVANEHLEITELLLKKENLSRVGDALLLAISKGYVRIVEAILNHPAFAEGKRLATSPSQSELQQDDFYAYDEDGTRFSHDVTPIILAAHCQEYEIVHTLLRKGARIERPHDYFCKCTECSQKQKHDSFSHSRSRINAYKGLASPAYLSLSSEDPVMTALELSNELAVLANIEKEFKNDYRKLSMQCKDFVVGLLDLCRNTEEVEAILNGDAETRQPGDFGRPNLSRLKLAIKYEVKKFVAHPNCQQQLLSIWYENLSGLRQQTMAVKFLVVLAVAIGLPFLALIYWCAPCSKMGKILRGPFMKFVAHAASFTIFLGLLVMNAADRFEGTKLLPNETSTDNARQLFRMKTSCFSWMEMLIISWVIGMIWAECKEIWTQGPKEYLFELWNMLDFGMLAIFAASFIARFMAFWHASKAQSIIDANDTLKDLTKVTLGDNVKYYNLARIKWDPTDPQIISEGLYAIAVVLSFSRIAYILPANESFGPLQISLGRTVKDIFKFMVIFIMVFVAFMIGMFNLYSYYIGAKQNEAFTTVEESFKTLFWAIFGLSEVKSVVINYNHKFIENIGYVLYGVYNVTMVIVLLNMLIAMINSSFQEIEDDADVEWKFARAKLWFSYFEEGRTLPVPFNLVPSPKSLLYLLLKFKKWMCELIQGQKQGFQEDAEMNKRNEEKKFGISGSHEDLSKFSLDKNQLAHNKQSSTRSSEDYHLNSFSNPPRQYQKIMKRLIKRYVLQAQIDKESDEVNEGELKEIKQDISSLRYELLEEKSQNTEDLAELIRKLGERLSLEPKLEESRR
# SKKanGAS inh: inhibitors of SKKanGAS S. pyogenes growth in kanamycin (SK-promoter or general growth effect). BacTiter-Glo, 6 h. inhibition, % at 7.5 µM. AID 1662. 300,000 compounds, 1.3% hits;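 active = mean replicate score, as percent of positive control median, at least 50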;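 note: strain carries kanamycin resistance gene driven by streptokinase promoter and grows in 40 µg/ml kanamycin; loss of luminescence reflects streptokinase promoter inhibition or plain growth inhibition; 0% = median of DMSO wells and 100% = positive control at its reference dose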
# TRPC4 block: blocks the mouse TRPC4 cation channel. Q9QUQ5. 300,000 compounds, 0.39% hits. B-score at 10 µM. HEK293 TRPC4beta/mu-opioid, DAMGO-evoked Fluo4 calcium flux; hits give low values;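 active = B-score over 3 SD under the library average, no early fluorescence shift, positive overall ratio signal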
#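 Material: HEK293 cells with stable TRPC4beta plus mu-opioid receptor expression / Probe or stimulus: DAMGO in two steps, submaximal then maximal / Compound: single concentration per test compound / Technique: kinetic Fluo4 fluorescence imaging of calcium influx / Read-out: per-well B score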
# MrgX1 PAM: human MrgX1 positive allosteric modulation, primary screen; Q96LB2; MrgX1-HEK293, Fluo-4 calcium flux, FDSS; hits give high values; B-score at 10 µM; 310,000 compounds, 0.63% hits; AID 588675;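 active = plate-corrected calcium response at least 3 library SD above typical, normal starting fluorescence, not activating the receptor alone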;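 note: compound read alongside a low EC10 to EC30 dose of BAM8-22 agonist; peak minus trough fluorescence over baseline measured at the second addition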
# MrgX1 antagonist: antagonists of human MrgX1 receptor. 310,000 compounds, 1.3% hits. MRGX1-HEK293 calcium flux, Fluo-4, BAM8-22 antagonism; hits give low values. AID 588676. Q96LB2. B-score at 10 µM;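 active = calcium-response B-score plate-corrected more than 3 library SD below zero, starting fluorescence within 5 deviations, no agonist response on first addition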;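 note: peak minus trough fluorescence over baseline after final BAM8-22 challenge near maximal dose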
# RGS4 block: inhibitors of human RGS4; 310,000 compounds, 0.45% hits; B-score at 10 µM; AID 463165; HEK293 M3R/RGS4 inducible, Fluo-4 calcium flux; hits give high values; triggered by carbachol at its EC20; P49798;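 active = B-score, a plate-corrected calcium signal, over three deviations above library mean, with baseline fluorescence within five deviations of library mean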;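 note: RGS4 expression induced by doxycycline in cells with stable M3 receptor; B-score is computed from the integrated fluorescence ratio over baseline after carbachol; higher B-score means a larger calcium signal and so more RGS4 inhibition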
# RGS4 act: RGS4 potentiation or activation | 310,000 compounds, 0.92% hits | HEK293 M3R/inducible RGS4, carbachol calcium flux Fluo4; hits give low values | B-score at 10 µM;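 active = B-score of the integrated calcium signal more than 4 SD below the library mean, with starting fluorescence not abnormally high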;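 note: negative B-score means reduced calcium response which marks RGS4 activation or potentiation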
#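 Detection: kinetic calcium fluorescence imaging with Fluo4-AM dye, 2 µM / Material: HEK293 cells with stable M3R and inducible RGS4 / Schedule: recording 10 s baseline at 1 Hz, 100 s post-agonist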
# HIF act: HIF pathway transcriptional activation | U2OS HRE-luciferase reporter, luminescence; normalized: DMSO 0%, desferrioxamine 100% | 300,000 compounds, 0.32% hits | activation, % at 7.5 µM (by protocol);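 active = mean activation of at least 10% of the iron chelator positive control signal, with at least half of replicates also reaching 10%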
# MrgX1 agonist: human MrgX1 receptor agonism, primary screen. Q96LB2. MrgX1-HEK293 cells, Fluo-4 calcium fluorescence, agonist mode; hits give high values. B-score at 10 µM. 310,000 compounds, 0.44% hits;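 active = calcium response B-score plate-corrected fluorescence ratio at least 3 library SD, with starting fluorescence B-score inside 5 SD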
#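 Assay system: stable human MrgX1 HEK293 cell line. Quantity: 15,000 cells per well. Schedule: cells plated overnight, dye loaded 0.5 h 37 °C, 0.5 h room temperature. Detection: Fluo-4 NW calcium-flux fluorescence, kinetic read. Read-out basis: peak-minus-minimum fluorescence over baseline, converted to B scores. Control set: positive and negative control wells on each plate.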
# Platelet DG rel: platelet dense granule release activity; inhibition, %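 (compounds screened at 7.5 µM in platelet-rich plasma)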; AID 1663; 300,000 compounds, 0.22% hits; human platelet-rich plasma, SFLLRN dense granule ATP release, luminescence;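 active = mean replicate score, as percent of positive control, at or above 50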
# TRPC6 inh: blocks the mouse TRPC6 cation channel; AID 2553; Q61143; HEK293-TRPC6, membrane potential dye, ACh-evoked depolarization; hits give low values; 310,000 compounds, 1.1% hits; B-score at 10 µM;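 active = B-score under library mean minus 3 SD, initial fluorescence not abnormally high, positive integrated signal ratio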;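 note: B-score derived from integrated fluorescence ratio over the kinetic read; more negative B-score means stronger inhibition of depolarization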
# * = called active by the depositor; i = inactive; . = no result given; & = joins results of further samples.
no.	SMILES	TRPC6 inh	RGS4 block	SKKanGAS inh	TRPC4 block	RGS4 act	HIF act	MrgX1 agonist	TRPC6 activator	Platelet DG rel	MrgX1 PAM	MrgX1 antagonist
1	C/C(CC(=O)Nc1ccc(Cl)cc1Cl)=N\NC(=O)c1ccncc1	i	i	-2	i	i	-0.2	i	i	13	i	i
2	CCC(Oc1ccc2c(=O)c(-c3ccccc3OC)coc2c1)C(=O)OCc1ccccc1 (stereo not drawn)	i	i	13	i	-7.6*	0.2	i	i	12	i	i
3	CC(C)[C@H](NC(=O)C1CCN(S(=O)(=O)c2ccc(F)cc2)CC1)C(=O)NCc1ccncc1	i	i	-5	i	i	0.3	i	i	3	i	i
4	Cc1cccc(NC(=O)c2cc[n+]([O-])cc2)c1C	i	i	0	i	i	0.0	i	i	-7	i	i
5	CC(=O)N1CCOc2ccc(S(=O)(=O)NCC3CCC(C(=O)Nc4ccc(C)cn4)CC3)cc21 (stereo not drawn)	i	i	-3	i	i	-0.5	i	i	-1	i	i
6	CC(=O)c1ccc(NS(=O)(=O)c2ccc(N/C=C/C(=O)c3ccc(F)cc3)cc2)cc1	i	i	30	i	i	0.8	i	i	3	i	i
7	O=c1[nH]cnc2c1ncn2Cc1ccc([N+](=O)[O-])cc1	i	i	-24	i	i	1.5	i	i	6	i	i
8	CN1CCN(C(=O)c2cc3sc4ccccc4c3s2)CC1	i	i	21	i	i	0.4	i	i	3	i	i
9	COc1ccc(-c2nc(CS(=O)CC(=O)NCCN3CCCCC3C)c(C)o2)cc1OC (stereo not drawn)	i	i	1	i	i	-0.3	i	i	0	i	i
10	O=C(C1=C[C@H](c2coc3ccccc3c2=O)C[C@H](OCCCCO)O1)N1CCN(Cc2ccc3c(c2)OCO3)CC1	i	i	0	i	i	-0.2	i	i	-4	i	i
11	Cc1c(-n2c(=O)n(Cc3ccccc3)c(=O)c3[nH]cnc32)cccc1S(C)=O (stereo not drawn)	i	i	-3	i	i	-1.0	i	i	4	i	i
12	COc1ccc(CNC(=O)CSc2nc(SC)ns2)cc1	i	i	-4	i	i	0.2	i	i	1	i	i
13	CC(C)CNC(=O)c1cccc(NC(=O)c2ccc(Cl)c([N+](=O)[O-])c2)c1	i	i	-5	i	i	.	i	i	20	i	i
14	Cc1cc(N2CC(C(=O)NCc3cccs3)CC2=O)ccc1C(C)C (stereo not drawn)	i	i	1	i	i	0.1	i	i	-2	i	i
15	CCN(C(=O)CSc1nc2ccccc2n1CC)C1CCS(=O)(=O)C1 (stereo not drawn)	i	i	-4	i	i	-0.3	i	i	11	i	i
16	CCOC(=O)CC1=NS(=O)(=O)c2ccccc2N1	i	i	1	i	i	-0.6	i	i	-3	i	i
17	C=CCNC(=S)N1CCN(CCN=CC2=C(O)CC(c3cccs3)CC2=O)CC1 (stereo not drawn)	i	i	-3	i	i	1.3	i	i	-2	i	i
18	COc1ccc(NS(=O)(=O)CC(C)C)c(OC)c1	i	i	4	i	i	-0.5	i	i	-8	i	i
19	CCOC(=O)CC(=O)c1[nH]c(C)c(C(=O)OCC)c1C	i	i	-3	i	i	1.9	i	i	2	i	i
20	COc1ccc(N2CC(C(=O)NCc3ccco3)CC2=O)cc1 (stereo not drawn)	i	i	2	i	i	-0.1	i	i	4	i	i
21	Cc1cc(C)n2nc(N)c(N=Nc3ccc4c(c3)OCO4)c2n1	i	i	-7	i	i	-0.3	i	i	-1	i	i
22	CSc1oc(-c2ccco2)nc1S(=O)(=O)c1ccc(Br)cc1	i	i	2	i	i	-0.1	i	i	-3	i	i
23	Cn1nc(C(=O)Nc2nc3ccccc3[nH]2)c2ccccc2c1=O	i	i	-3	i	i	0.3	i	i	-7	i	i
24	CCN(CC)S(=O)(=O)c1cc(NC(=O)CCNC(=O)c2ccco2)ccc1C	i	i	-2	i	i	-0.1	i	i	6	i	i
25	Cc1ccc(CNC(=O)CSc2nc(N3CCCCC3)nc(N3CCCCC3)n2)cc1	i	i	24	i	i	-0.7	i	i	-12	i	i
26	CCOc1ccc(Br)cc1/C(C)=N\NC1=NCCN1	i	i	5	i	-7*	1.5	i	i	-35	i	i
27	COC(=O)C1CCCCN1C(=O)c1ccc(OC2CCN(C(C)=O)CC2)c(OC)c1 (stereo not drawn)	i	i	0	i	i	0.5	i	i	-6	i	i
28	C=CCn1c(O)c(N=NC(=O)CNC(=O)Cc2ccccc2)c2ccccc21	i	i	-2	i	i	-0.5	i	i	-10	i	i
29	Cc1cccc(C)c1NC(=O)CN(C)C(=O)CN1C(=O)NC2(CCCC2)C1=O	i	i	-7	i	i	0.0	i	i	-8	i	i
30	O/C(=C\Sc1nnc(Cc2ccccc2)o1)c1ccc(F)cc1	i	i	2	i	i	-0.3	i	i	1	i	i
31	c1csc(-c2nn[nH]n2)c1	i	i	1	i	i	0.2	i	i	-75	i	i
32	COc1ccc(N(C)C(=O)Nc2ccc3nsnc3c2)cc1	i	i	-3	i	i	-0.1	.	i	7	.	.
33	CN(C)C=Nc1ccc2nc3c(cc2c1)[nH]c1ccccc13	i	i	5	i	i	4.7	i	i	-6	i	i
34	NNc1nc(NCc2ccccc2)nc(N2CCOCC2)n1	i	i	35	i	i	-0.5	i	i	19	i	i
35	CC1CCC/C(=C(\C#N)c2nc(-c3cc4ccccc4oc3=O)cs2)C1 (stereo not drawn)	i	i	-4	i	i	1.3	i	i	11	i	i
36	O=C(Cn1c(CO)nc2ccccc21)NCCc1ccccc1	i	i	4	i	i	0.2	i	i	7	i	i
37	CCO[C@@H]1OC(C(=O)NCc2ccccc2)=C[C@H](C(C)(C)C)[C@H]1CCCO	i	i	-1	i	i	-0.1	i	i	2	i	i
38	CCN(C(=O)CCN1C(=O)/C(=C/c2ccccc2)SC1=S)C1CCS(=O)(=O)C1 (stereo not drawn)	i	i	0	i	i	-0.1	i	i	-24	i	i
39	CC(O)CCC(=O)NNC1CC(=O)N(c2ccccc2)C1=O (stereo not drawn)	i	i	-4	i	i	0.3	i	i	2	i	i
40	CC(=O)OCC(=O)[C@@]12OC(C)(C)O[C@@H]1CC1C3C[C@H](F)C4=CC(=O)C=CC4(C)[C@@]3(F)C(O)CC12C (stereo partly drawn)	i	i	-3	i	i	-0.8	i	i	-1	i	i
41	CCOC(=O)N1CCN(C(=O)C2CCCN(S(=O)(=O)c3cccnc3)C2)CC1 (stereo not drawn)	i	i	-11	i	i	0.1	i	i	-1	i	i
42	O=C(c1ccco1)N(Cc1ccc2c(c1)OCO2)Cc1cc2cc3c(cc2[nH]c1=O)OCO3	i	i	4	i	i	0.1	i	i	-4	i	i
43	Cc1nn(-c2ccccc2)c2nc(-c3cccs3)cc(C(=O)NN)c12	i	i	8	i	i	-0.6	i	i	-6	i	i
44	c1coc(C2Nc3cccc4cccc(c34)N2)c1	i	7.2*	9	i	i	-0.2	i	i	-54	i	i
45	O=C(/C=C/Nc1nccs1)C(F)(F)Cl	i	i	5	i	i	1.3	i	i	9	i	i
46	O=C(c1ccc(S(=O)(=O)N2CCCCCC2)cc1)N1CCN(c2ccccc2F)CC1	i	i	4	i	i	-0.4	i	i	-5	i	i
47	O=c1nc(N2CCOCC2)nc2n1CCO2	i	i	0	i	i	0.2	i	i	5	i	i
48	Cc1ccccc1C(=O)OCc1nnc(-c2ccc(Cl)cc2)o1	i	i	.	i	i	1.2	i	i	-6	i	i
49	COc1cc(/C=N/OCC(=O)NC2CCS(=O)(=O)C2)ccc1OC(F)F (stereo not drawn)	i	i	-5	i	i	-0.5	i	i	4	i	i
50	O=C(Nc1nc2cc3c(cc2s1)OCO3)c1ccc(N2C(=O)CCC2=O)cc1	i	i	13	i	i	1.1	i	i	11	i	i
51	CCCNC(=O)CCc1c(C)nc2c(c(C)nn2-c2ccccc2)c1C	i	i	-5	i	i	1.3	i	i	13	i	i
52	CN(C)S(=O)(=O)c1ccc(C(=O)OCc2ccc([N+](=O)[O-])cc2)cc1	i	i	16	i	i	-0.1	i	i	8	i	i
53	CCn1c(C)c(C)c2cc(C(=O)NCCN3CCCCCC3)ccc21	i	i	-2	i	i	-0.1	i	i	4	i	i
54	Cc1sc2ncnc(SCC(=O)N(C)C3CCS(=O)(=O)C3)c2c1C (stereo not drawn)	i	i	5	i	i	0.1	i	i	20	i	i
55	Cc1ccc(N(C(C)C(=O)N2CCCCC2)S(C)(=O)=O)cc1C (stereo not drawn)	i	i	-2	i	i	-0.2	i	i	-6	i	i
56	O=C(CN1CCN(Cc2ccccc2F)C1=O)NC1CCCC1	i	i	1	i	i	0.2	i	i	-2	i	i
57	Cc1ccc(OCC(O)CN2CCN(c3ccccn3)CC2)c(C)c1 (stereo not drawn)	i	i	-3	i	i	0.1	i	i	-5	i	i
58	COc1ccc(S(=O)(=O)NCc2cccnc2)cc1	i	i	-4	i	i	-6.3	i	i	1	i	i
59	Cc1ccc(C(=O)Nc2nc(=O)[nH]s2)cc1	i	i	-15&0	i	i	-0.4&0.5	i	i	11&8	i	i
60	O=C(NCc1cccc(Br)c1)c1cc(-c2ccccc2)nn1CC1CC(c2cccc([N+](=O)[O-])c2)=NO1 (stereo not drawn)	i	i	3	i	i	0.6	i	i	-3	i	i

# Next section:
no.	SMILES	TRPC6 inh	RGS4 block	SKKanGAS inh	TRPC4 block	RGS4 act	HIF act	MrgX1 agonist	TRPC6 activator	Platelet DG rel	MrgX1 PAM	MrgX1 antagonist
61	CCCn1c(=O)c2ccccc2n2c(SCC(=O)Nc3cc(C)on3)nnc12	i	i	-4	i	i	-0.4	i	i	-4	i	i
62	Cc1ccc(C(=O)Nn2cnnc2)cc1Cl	i	i	-3	i	i	-18	i	i	-7	i	i
63	CCOc1c(Cl)cc(C(=O)Nc2cccc(C(=O)O)c2)cc1Cl	i	i	0	i	i	2.0	i	i	2	i	i
64	CC(C)c1nc2ccccn2c1NC1CCCCC1	i	i	-5	i	i	0.4	i	i	4	i	i
65	Cc1ccc(NC(=O)CCC(=O)N/N=C/c2cccs2)cc1C	i	i	-6	i	i	1.0	i	i	0	i	i
66	Cc1ccc(NC(=O)c2cc(-c3ccc4c(c3)OCO4)on2)cc1	i	i	1	i	i	1.1	i	i	-2	i	i
